PKA-R2B act: PKA-R2B complex activation | P22694+P31323 | PKA-R2B holoenzyme dissociation, Cy5-IP20 fluorescence polarization; R2B truncated from residue 108, S112A mutant; 0% DMSO only, 100% 113 µM cGMP | activation, % at 11.4 µM | actives 0.079% (n = 340,000) | AID 504700;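 active = activation above a cutoff set at the mean over all compounds plus 3 SD, cut at about 18% in these data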;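 note: higher means more holoenzyme dissociation and a rise in polarization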
Target sequence (P31323 whole entry, looked up, other chains not shown, the tested form may be a part): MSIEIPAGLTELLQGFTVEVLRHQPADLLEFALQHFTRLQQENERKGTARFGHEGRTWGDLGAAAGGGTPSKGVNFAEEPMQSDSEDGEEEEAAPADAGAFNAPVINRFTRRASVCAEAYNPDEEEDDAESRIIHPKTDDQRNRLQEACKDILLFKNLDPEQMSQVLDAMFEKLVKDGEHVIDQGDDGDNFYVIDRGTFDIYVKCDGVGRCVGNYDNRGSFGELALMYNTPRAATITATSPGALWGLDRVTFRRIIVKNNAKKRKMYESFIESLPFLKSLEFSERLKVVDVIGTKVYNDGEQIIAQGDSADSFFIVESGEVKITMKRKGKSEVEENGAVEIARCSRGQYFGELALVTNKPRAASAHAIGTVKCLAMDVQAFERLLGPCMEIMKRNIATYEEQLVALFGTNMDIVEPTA
C-LANA FP: inhibitors of KSHV LANA C-terminal domain DNA binding; MBP-C-LANA/FAM-LBS DNA binding, fluorescence polarization; inhibition, % at 9 µM; actives 0.078% (n = 340,000);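 active = highest replicate inhibition at or above 60% at 9 µM, even if other replicates fall short; inactive = all replicates below 60% inhibition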;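 note: 0% = neutral control wells and 100% = 4 µM acridine orange control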
PvdQ inh: P. aeruginosa PvdQ acylase inhibition. purified PvdQ acylase, fluorescence plate reader. inhibition, % at 10 µM. actives 0.063% (n = 340,000). AID 488965; in the data active = inhibition above about 30%, passing the limit was not always enough;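 note: 0% = vehicle neutral wells and 100% = reference inhibitor wells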
NSD2 HMT inh: blocks human histone methyltransferase NSD2 | O96028 | NSD2 peptide methylation, AlphaScreen, 120 min | inhibition, % at 12.5 µM | actives 0.54% (n = 310,000) | AID 743445; in the data active = inhibition above about 50%
DAGLB inhibitor: blocks human DAGLB lipase activity; AID 504411; Q8NCG7; inhibition, % at 5.17 µM; HEK293T DAGLB membrane lysate, EnzChek fluorogenic substrate; actives 0.059% (n = 340,000); in the data active = inhibition above about 34%;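 note: 0% = enzyme with vehicle and 100% = wells lacking enzyme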
Keap1 Nrf2 FP: disrupts human Keap1 binding to Nrf2 peptide; actives 0.15% (n = 340,000); AID 504523; Q14145; inhibition, % at 9.4 µM; Keap1 Kelch-Nrf2 peptide fluorescence polarization, 1536-well; in the data active = inhibition above about 12%;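 note: human Keap1 Kelch domain with fluorescein labeled Nrf2 9mer peptide probe; 0% = neutral control wells and 100% = peptide positive control; higher means more block of Keap1 binding to Nrf2 peptide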
SR-BI HDL uptake: inhibitors of mouse SR-BI mediated HDL lipid uptake | Q61009 | ldlA[mSR-BI] CHO cells, DiI-HDL uptake fluorescence, 3 h | inhibition, % at 12.5 µM | actives 0.96% (n = 320,000);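 active = mean replicate inhibition of at least 70% and a set share of replicates each scoring 70 or more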;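 note: 0% = median of neutral control wells and 100% = median of positive control wells; values of inactives mirror those of a sister screen read the other way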
Target sequence (Q61009 whole entry, looked up): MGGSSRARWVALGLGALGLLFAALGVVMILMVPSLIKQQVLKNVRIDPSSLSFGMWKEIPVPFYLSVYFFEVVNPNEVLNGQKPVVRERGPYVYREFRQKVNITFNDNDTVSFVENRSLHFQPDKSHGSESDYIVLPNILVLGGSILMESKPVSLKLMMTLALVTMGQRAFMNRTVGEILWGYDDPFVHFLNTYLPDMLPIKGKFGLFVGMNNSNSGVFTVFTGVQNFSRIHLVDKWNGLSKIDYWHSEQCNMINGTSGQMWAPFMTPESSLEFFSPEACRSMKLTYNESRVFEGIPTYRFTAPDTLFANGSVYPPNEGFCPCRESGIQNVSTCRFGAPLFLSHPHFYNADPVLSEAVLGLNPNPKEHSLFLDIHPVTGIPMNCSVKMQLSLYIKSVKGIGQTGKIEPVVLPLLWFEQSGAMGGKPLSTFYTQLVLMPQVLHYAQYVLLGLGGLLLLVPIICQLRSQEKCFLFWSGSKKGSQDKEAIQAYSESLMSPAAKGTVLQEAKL
Arrestin-AP2 inh: blocks beta-arrestin peptide binding to AP2 adaptin. FITC-arrestin peptide / GST-AP2 beads, flow cytometry; AP2 beta2 appendage carries R879A mutation. inhibition, % at 10 µM. AID 504490. actives 0.31% (n = 340,000);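 active = inhibition above a set limit, near 3 SD of compounds lacking own fluorescence, cut at about 54% in these data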;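 note: plate controls were DMSO wells for no effect and 5 µM unlabelled arrestin peptide for full effect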
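test system = AP2 appendage R879A on GSH beads | buffer or medium = PBS plus Tween 20 (0.05%) and BSA (0.1%) | incubation = 12 min plus 1 h, RT | detection = bead flow cytometry, FITC channel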
SR-BI DiI-HDL act: enhances SR-BI lipid uptake from DiI-HDL | activation, % at 12.5 µM | CHO ldlA[mSR-BI] cells, DiI-HDL uptake fluorescence, 3 h; 100 = double the neutral-control signal | actives 0.096% (n = 320,000);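 active = mean replicate activation of at least 60% and every replicate at or above 60%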;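 note: 0% = median plate neutral-control signal and 100% = twice that signal; values of inactives mirror those of a sister screen read the other way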
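Assay system: LDL receptor-deficient CHO ldlA cells overexpressing murine SR-BI / Medium: BSA-supplemented, HEPES-buffered Ham's F12, pH 7.4 / Probe or stimulus: DiI-labelled HDL at 10 µg/mL final / Timing: compound with DiI-HDL co-incubation, 3 h at 37 °C / Technique: bottom-read cell fluorescence after medium removal, ex 550/em 595 nm / Measure: HDL uptake via cellular fluorescence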
RTF Ca sens inh: cardiac RTF calcium desensitization; P19429+P45379; IANBD-labeled cardiac RTF, Ca2+ fluorescence; inhibition, % at 7.15 µM; actives 0.12% (n = 340,000);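 active = inhibition above the mean inhibition of all tested compounds plus 3 SD, cut at about 17% in these data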;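 note: assay run at fixed EC70 calcium of 1.6 mM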
Starred values were filed as active, the others as inactive; / = no result given.

# | SMILES | PKA-R2B act | C-LANA FP | PvdQ inh | NSD2 HMT inh | DAGLB inhibitor | Keap1 Nrf2 FP | SR-BI HDL uptake | Arrestin-AP2 inh | SR-BI DiI-HDL act | RTF Ca sens inh
1 | COCCn1c(=N)c(C(=O)NCc2ccco2)cc2c(=O)n3ccccc3nc21 | -11 | 0.4 | 3 | -2 | 1 | 1 | -16 | 41 | 16 | -4
2 | O=C(NC(=S)Nc1ncccn1)c1ccc(F)cc1 | 12 | 0.6 | -9 | 2 | -1 | 1 | / | 8 | / | -21
3 | c1ccc(OCCCCN2CCCCC2)cc1 | 7 | 2.4 | -8 | 0 | -4 | 5 | -9 | 2 | 9 | -7
4 | Cc1cc([N+](=O)[O-])nn1CC(=O)NC(C)c1ccccc1 (centres undefined) | 6 | -5.1 | -26 | -3 | 1 | -3 | -1 | 11 | 1 | -7
5 | Cc1ccccc1CC(=O)NC1CCN(Cc2ccccc2)CC1 | -7 | 0.5 | -10 | 1 | -2 | -5 | 12 | 2 | -12 | -2
6 | COc1cc(OC)cc(-c2nnc(SCC(=O)Nc3cccc(C(=O)O)c3)s2)c1 | 7 | 1.4 | -6 | 3 | 4 | -1 | -10 | 20 | 10 | -12
7 | CCCCOC(=O)Nc1ccc(N2CCOCC2)cc1 | 0 | 0.1 | -13 | 3 | 1 | -3 | / | 7 | / | -7
8 | CCCc1cc(=S)n2c([nH]c3ccccc32)c1C#N | 7 | 0.8 | 1 | 12 | 2 | 0 | 21 | 25 | -21 | 2
9 | COc1ccc(Cn2nnc3c(=O)[nH]c(C4CCCN(C(=O)c5ccccc5)C4)nc32)cc1 (centres undefined) | 0 | -3.4 | 4 | / | -3 | -7 | -14 | 10 | 16 | -5
10 | COc1ccc(OC)c2c1C(=O)C(Cl)=C(Cl)C2=O | 3 | 1.9 | 5 | -1 | -3 | -2 | 31 | 87* | -31 | -13
11 | COc1cc(OC)c2cc[nH]c2c1 | 2 | 0.1 | 8 | 20 | -1 | -5 | -16 | 28 | 16 | 4
12 | c1ccc(Cn2nnnc2-c2ccco2)cc1 | 6 | -0.4 | 10 | 2 | -3 | 1 | -10 | 6 | 10 | -2
13 | Oc1ccc(-c2[nH]ncc2-c2cccc3cccnc23)c(O)c1 | 4 | 0.8 | 0 | 3 | 2 | -1 | -4 | -5 | 4 | -13
14 | CSc1ncccc1C(=O)Nc1ncc(C)s1 | 6 | -1.2 | -14 | 4 | 0 | -2 | 11 | 0 | -11 | -4
15 | CSCC[C@H](NC(=O)Nc1ccc(C)cc1C)C(=O)O | 1 | 0.2 | -7 | -4 | -1 | -3 | -7 | -5 | 24 | 5
16 | CCOc1ccc(CCNC(=O)C2CCCN(C(=O)N(C)C)C2)cc1OCC (centres undefined) | -1 | 0.3 | -9 | -4 | 1 | -1 | 0 | -3 | 0 | -7
17 | Cc1c(-c2ccccc2)nc(N)c(C#N)c1-c1ccco1 | -6 | -0.6 | -7 | -1 | -9 | -5 | 20 | -8 | -20 | -12
18 | O=C1C=C(Nc2ccc(Cl)cc2)CC(c2ccco2)C1 (centres undefined) | -15 | 0.4 | 0 | 2 | 0 | -5 | 38 | 3 | -38 | 0
19 | O=C(CSc1ccccc1)Nc1cccnc1 | 3 | -0.2 | -16 | 0 | -1 | -2 | -19 | 5 | 19 | 5
20 | CCn1c(SCC(=O)Nc2ccc(OCc3ccccc3)cc2)nnc1-c1ccco1 | 3 | 0.9 | -3 | / | -6 | -2 | 0 | 8 | / | 7
21 | O=Cc1c[nH]c2ccc(OCc3ccccc3)cc12 | -1 | -1.8 | 4 | -1 | -2 | -2 | -27 | 6 | 27 | 5
22 | O=C(OCCN=C1NS(=O)(=O)c2ccccc21)c1cccnc1 | -11 | 0.4 | 3 | 1 | 3 | 2 | -10 | 13 | 10 | 0
23 | O=C(NCCN1CCNCC1)c1ccccn1 | -4 | 2.0 | -15 | -3 | 0 | -6 | -2 | -1 | 2 | -6
24 | O=C(CSc1nc2c(cnn2-c2ccc(F)cc2)c(=O)[nH]1)N1CCOCC1 | -4 | 3.5 | 4 | / | 0 | -5 | 10 | -4 | -10 | 10
25 | CC1CCN(c2ccc3nnc(CCC(=O)N4CCN(c5ccc(F)cc5)CC4)n3n2)CC1 | 6 | -0.7 | 15 | 7 | 2 | 0 | 20 | 7 | -20 | -2
26 | O=S(=O)(c1ccccc1)N1CCN(Cc2cc3c(cc2Br)OCCO3)CC1 | -5 | 0.2 | -20 | -2 | -14 | -9 | -22 | -5 | 22 | -8
27 | N/C(=N\O)c1cn(Cc2ccccc2Cl)c2ccccc12 | -1 | 0.0 | -23 | 3 | 0 | -1 | 7 | -7 | -7 | -7
28 | COCCCNC(=O)CCCCCNS(=O)(=O)c1ccc(Br)cc1 | -10 | 0.0 | -5 | -3 | -1 | -1 | 7 | -9 | -7 | -6
29 | COc1ccc(CN2CCCC(C(=O)Nc3cccc(-n4cccn4)c3)C2)cc1 (centres undefined) | 1 | -0.9 | 1 | 1 | 0 | -1 | -9 | 1 | 9 | -9
30 | COc1ccccc1CNS(=O)(=O)c1ccc2[nH]cc(C(=O)O)c(=O)c2c1 | -7 | 4.5 | -15 | / | 0 | -5 | 2 | -1 | -2 | 1
31 | COc1ccc(CCNc2ncnc3nc[nH]c23)cc1OC | -7 | 0.6 | -18 | / | -2 | -9 | -20 | 8 | 23 | 0
32 | CCCCCCCc1c(O)nc(SCCN2CCOCC2)[nH]c1=O | -1 | -1.3 | -4 | 0 | 1 | -1 | 0 | 30 | 0 | 6
33 | CN(C)c1ccc(/C=C(/C(=O)c2ccc(Cl)cc2Cl)n2cncn2)cc1 | -6 | 0.5 | -2 | 1 | -5 | -18 | 11 | 7 | -11 | -33
34 | Cc1ccc(NC(=O)COC(=O)C2=COCCO2)cc1 | -3 | 1.7 | 5 | / | -3 | -4 | -4 | 28 | 4 | -2
35 | CSc1nc2cc(C)nn2c(-c2ccccc2)c1C#N | 0 | 0.2 | -8 | -3 | -3 | 0 | / | 1 | / | -2
36 | CSc1nc2c(c(=O)[nH]c(=O)n2C)n1Cc1ccccc1 | -6 | -1.9 | -24 | -1 | 0 | -1 | 20 | -12 | -20 | -5
37 | O=C(O)c1c2c(nc3ccc(S(=O)(=O)N4CCC(C(=O)NCc5ccccc5Cl)CC4)cc13)CCCC2 | -1 | 2.0 | -1 | 5 | 5 | 4 | -9 | 5 | 9 | 8
38 | Cc1ccc(C)c(N(CC(=O)NC2CCCC2)C(=O)c2cc3cc4cccc(C)c4nc3s2)c1 | -2 | -0.8 | -6 | 1 | 1 | -1 | 14 | -1 | -14 | -7
39 | CCC(=O)c1ccc(N2CCN(C(=O)c3ccccc3)CC2)c(F)c1 | -1 | -0.8 | 6 | 0 | -1 | -1 | 17 | 1 | -17 | 12
40 | O=C(OCC(=O)N(CCc1ccccc1)Cc1ccccc1)c1ccccc1NCCO | -6 | 0.0 | -20 | -7 | -5 | -4 | 22 | 17 | -22 | 3
41 | Cc1cc(C(=O)NC(C)c2ccc3c(c2)OCO3)cs1 (centres undefined) | 6 | 0.2 | -2 | 0 | 0 | -3 | -6 | 9 | 6 | -5
42 | CC12CC3CC(C)(C1)CC(CN)(C3)C2 | 7 | 0.0 | -2 | -5 | -1 | -2 | -14 | 8 | 14 | 11
43 | CC1CCCN(C2(O)C(=O)Nc3c(C(F)(F)F)cccc32)C1 (centres undefined) | 3 | 0.0 | -7 | -1 | -3 | 0 | -2 | 25 | 2 | -25
44 | FC(F)(F)c1nnc(-c2ccccc2)nc1Oc1ccccc1 | 2 | -0.5 | -6 | 42 | -2 | 1 | -11 | 1 | 11 | -4
45 | CCCCn1c(-c2nonc2N)nc2ccccc21 | -6 | -0.9 | 1 | 4 | -10 | -5 | -2 | 15 | 2 | 6
46 | COc1cc(C(=O)NNC(=O)COc2ccc(Br)cc2)ccc1OCC(=O)N1CCOCC1 | 5 | 0.8 | -6 | -2 | 3 | 2 | 42 | 12 | -42 | -3
47 | CCOc1ccccc1NC(=O)c1cc(=O)c2ccccc2o1 | 6 | -0.4 | -12 | -2 | 1 | -5 | 22 | -6 | -22 | 5
48 | COc1ccc(C(=O)NC(=S)NNC(=O)c2cccnc2)cc1 | -1 | 0.2 | -12 | -2 | 0 | -8 | 5 | 0 | -5 | -23
49 | O=C(Nc1nc2ccccc2s1)C1c2ccccc2Oc2ccccc21 | -2 | -1.4 | -12 | -2 | 0 | -2 | 11 | -1 | -11 | 4
50 | Cc1cc(C(=O)CSc2nc3ccccc3c(=O)n2C)c(C)n1Cc1ccc2c(c1)OCO2 | -1 | -1.8 | 4 | 1 | -1 | 1 | 18 | 21 | -18 | -16

(list continues)
# | SMILES | PKA-R2B act | C-LANA FP | PvdQ inh | NSD2 HMT inh | DAGLB inhibitor | Keap1 Nrf2 FP | SR-BI HDL uptake | Arrestin-AP2 inh | SR-BI DiI-HDL act | RTF Ca sens inh
51 | CCOC(=O)CN1C(=O)N[C@@H](c2cccs2)C(C(C)=O)=C1C | -5 | -5.4 | -9 | / | -1 | 1 | 2 | 14 | -2 | -4
52 | CC(C)NC(=O)c1cc(-n2cnnc2)ccc1Cl | -1 | 1.0 | -14 | -1 | 1 | -4 | -8 | -3 | 8 | -6
53 | O=C(c1cccnc1)N1CCN(Cc2ccccc2Br)CC1 | -3 | 1.2 | -4 | 0 | 0 | -3 | 6 | 0 | -6 | 6
54 | CCCCOc1ccc(C2/C(=C(\O)c3ccc4c(c3)OCCO4)C(=O)C(=O)N2CCCN2CCOCC2)cc1 (centres undefined) | 1 | -1.0 | 1 | 5 | 4 | -4 | -26 | 30 | 26 | -5
55 | CCC(C)(C)NC(=O)CN(Cc1ccc2c(c1)OCO2)C(=O)CCC(=O)Nc1ccccn1 | -9 | 3.2 | -3 | 0 | 1 | 3 | -10 | 1 | 10 | -4
56 | N#CC(=C1CCCC1)c1nc(-c2ccccc2)cs1 | 2 | -0.2 | -4 | -4 | -9 | -2 | 13 | 10 | -13 | 3
57 | CCCC(=O)C1=C(O)C(c2cccc(Oc3ccccc3)c2)CCC1=O (centres undefined) | 5 | 0.1 | 9 | 9 | 1 | 1 | -10 | -4 | 10 | 3
58 | CSc1ncccc1C(=O)NCC(c1cccs1)N1CCOCC1 (centres undefined) | 4 | 0.3 | -9 | 1 | 1 | -4 | 27 | -2 | -27 | -15
59 | CCn1c(CNc2nc(-c3ccccc3)cs2)nnc1SCC(=O)NCc1ccccc1 | 6 | -0.7 | -8 | 8 | 2 | -3 | 38 | -3 | -38 | -3
60 | CCCn1c(SCC(=O)Nc2c(C)cccc2CC)nnc1C(C)C | -8 | 0.1 | -2 | -8 | -1 | -3 | 23 | -3 | -23 | 1

Assay outcomes (PubChem BioAssay)
